Screening data (PubChem)
Nrf2 block = Nrf2 qHTS screen for inhibitors | A549 ARE-Fluc reporter, luciferase luminescence, 18-24 h | Potency, µM (doses to about 46 µM), for inactives: at the highest dose activity change, negative = inhibition, usual class: inhibitors | 360,000 tested, 2.1% active; note: potency is the fitted concentration of half-maximal effect; % is set by controls: 0 for no effect and ±100 for the full control effect; nearly all actives have a fitted effect of over 60% in size
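Quantitative HTS in A549 cells stably bearing an antioxidant response element-firefly luciferase construct. Inhibition of Nrf2-driven transcription was scored by luminescence after 18-24 h of compound exposure at 37 °C.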
EPAC2 antag = qHTS for Antagonist of cAMP-regulated guanine nucleotide exchange factor 2 (EPAC2): primary screen; Potency, µM (highest dose often 114 µM), for inactives: at the top dose activity, negative = inhibition, actives largely listed as inhibitors; EPAC2 GEF exchange of Rap1B-BODIPY-GDP, fluorescence; 360,000 tested, 0.18% active; AID 720708, 2013; Rap guanine nucleotide exchange factor 4 (Homo sapiens), Q8WZA2; note: potency is the fitted concentration of half-maximal effect; % is set by controls: 0 for no effect and ±100 for the full control effect; nearly all actives have a fitted effect of over 45% in size; many of its hits are not listed in these tables
Target sequence (Q8WZA2 whole entry, looked up): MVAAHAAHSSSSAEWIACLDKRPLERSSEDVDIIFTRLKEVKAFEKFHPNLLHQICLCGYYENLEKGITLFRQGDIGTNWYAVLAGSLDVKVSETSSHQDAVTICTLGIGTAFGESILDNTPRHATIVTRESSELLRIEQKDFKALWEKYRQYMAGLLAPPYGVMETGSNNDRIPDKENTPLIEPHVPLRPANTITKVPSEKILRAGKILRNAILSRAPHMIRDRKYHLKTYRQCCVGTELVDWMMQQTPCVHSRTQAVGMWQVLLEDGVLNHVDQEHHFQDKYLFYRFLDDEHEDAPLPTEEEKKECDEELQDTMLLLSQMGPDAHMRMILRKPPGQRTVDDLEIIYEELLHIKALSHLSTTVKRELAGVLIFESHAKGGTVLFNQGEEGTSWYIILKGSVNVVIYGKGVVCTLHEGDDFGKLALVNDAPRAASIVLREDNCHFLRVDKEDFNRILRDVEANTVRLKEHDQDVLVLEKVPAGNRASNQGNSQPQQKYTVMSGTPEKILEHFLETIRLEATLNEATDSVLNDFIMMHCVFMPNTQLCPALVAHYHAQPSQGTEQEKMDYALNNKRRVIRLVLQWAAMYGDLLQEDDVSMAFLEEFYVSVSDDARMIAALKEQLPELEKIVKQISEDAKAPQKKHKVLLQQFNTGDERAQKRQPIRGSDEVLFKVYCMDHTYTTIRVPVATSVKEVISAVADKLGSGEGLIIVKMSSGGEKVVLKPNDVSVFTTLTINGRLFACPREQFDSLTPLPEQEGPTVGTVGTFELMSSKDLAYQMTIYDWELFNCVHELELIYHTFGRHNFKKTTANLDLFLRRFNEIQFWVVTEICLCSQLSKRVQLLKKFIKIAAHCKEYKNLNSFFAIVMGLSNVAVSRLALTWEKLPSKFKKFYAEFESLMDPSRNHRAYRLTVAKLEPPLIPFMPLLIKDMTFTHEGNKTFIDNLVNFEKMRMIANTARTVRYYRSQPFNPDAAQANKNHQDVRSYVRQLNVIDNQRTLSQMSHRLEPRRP
Mm-Cpn inhibitor = Inhibitors of TCP-1 ring complex (TRiC) of Methanococcus maripaludis (MmCpn): qHTS | purified Mm-Cpn ATPase, ADP Transcreener TR-FRET | Potency, µM (highest dose often 76.9 µM), inactives show top-dose activity, negative = inhibition, usual class: inhibitors | 330,000 tested, 0.031% active | AID 504842, 2011; note: potency is the fitted concentration of half-maximal effect; % is set by controls: 0 for no effect and ±100 for the full control effect; nearly all actives have a fitted effect of over 80% in size
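Quantitative HTS used 25 nM Mm-CPN and 10 uM ATP in magnesium/KCl Tris buffer, pH 7.4, with 1 mM DTT. Hydrolysis ran 30 min at 37°C; ADP was read by HTRF.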
A549 viability = Nrf2 qHTS screen for inhibitors: counterscreen for cytotoxicity; A549 ARE-Fluc cells, CellTiter-Fluor viability, 18-24 h; Potency, µM (top dose mostly 46 µM), without a hit: at the highest dose activity change, negative = cytotoxicity, usual class: inhibitors; 390,000 tested, 0.16% active; note: potency is the fitted concentration of half-maximal effect; % is set by controls: 0 for no effect and ±100 for the full control effect
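Cytotoxicity counterscreen: CellTiter-Fluor fluorescence was measured in A549 ARE_Fluc cells after 18-24 h of compound exposure in a concentration series. The subsequent BugLite luminescent read reports ARE-luciferase activity.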
CCT chaperon mod = High-Throughput Screening for Modulators of Cytosolic Chaperonin Activity; purified chaperonin ATPase assay, HTRF ADP detection, 30 min; activity change, % (concentration not given with the values), hits read low; 360,000 tested, 0.3% active; in the data active = activity change below about -30%; note: % is set by controls: 0 for no effect and ±100 for the full control effect
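TRiC at 40 or 20 nM final (batch-dependent) in 30 mM Tris pH 7.4, 100 mM KCl, 5 mM MgCl2, 1 mM DTT, with compound at single 76 uM and 10 uM ATP, 30 min at 37 deg C. ADP detected by HTRF Transcreener, 665/615 ratio.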
EPAC2 agonist = qHTS for Agonist of cAMP-regulated guanine nucleotide exchange factor 4 (EPAC2): primary screen | Rap guanine nucleotide exchange factor 4 (Homo sapiens), Q8WZA2 | Potency, µM (top dose mostly 154 µM), for inactives: top-dose activation, usual class: activators | AID 720711, 2013 | EPAC2 activation, biochemical qHTS; response scale: 100% = 6.5 mM cAMP response | 360,000 tested, 0.079% active; note: potency is the fitted concentration of half-maximal effect; nearly all actives have a fitted effect of over 50% in size
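Guanine nucleotide exchange by EPAC2 is measured as reduced fluorescence of BODIPY-GDP once it is released from 250 nM Rap1B. Plates are read kinetically for 30 min at room temperature; results are scaled to 6.5 mM cAMP.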
pAkt inh = HTS Assay for Inhibitors of Akt Phophorylation: Primary Screen | Neuro2A IGF-stimulated pAkt S473 HTRF, 20 min; hits give low values | 360,000 tested, 0.32% active | AID 651550, 2012 | activity change, % for hits at 50 µM; in the data active = activity change below about -80%; inconclusive = mostly about -51% to -80%; note: % is set by controls: 0 for no effect and ±100 for the full control effect
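Neuro2A cells in DMEM with 0.5% FBS, overnight at 37 deg C, given compound at single 50 µM final, then IGF (6 nM final) for 20 min at 37 deg C. Lysed; phospho-Akt Ser473 by HTRF after 24 h, 665/615 ratio.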
Nrf2 activator = qHTS of Nrf2 Activators | AREc32 ARE-luciferase reporter (MCF7-derived line), luminescence, 24 h | Potency, µM (top dose mostly 46.1 µM), for the others: at the highest dose activation, most hits filed as activators | 410,000 tested, 0.31% active; note: potency is the fitted concentration of half-maximal effect; % of control where 0% means no effect; nearly all actives have a fitted effect of over 65% in size
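Steps: seed AREc32_Fluc cells (1000/well, 5% FBS OPTI-MEM); incubate overnight at 37 deg C; add 23 nL compound; incubate 24 hr; add Steady-Glo; hold 30 min RT; read luminescence.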
TGFb SMAD3 inh = qHTS for Inhibitors of TGF-b | Potency, µM (doses to about 46.1 µM), for the others: top-dose activity, negative = inhibition, most hits filed as inhibitors | HepG2 CAGA-GFP TGF-b/SMAD3 reporter, GFP fluorescence, 18 h; TGF-beta stimulated, 500 pg/mL final | 410,000 tested, 1.2% active; note: potency is the fitted concentration of half-maximal effect; % is set by controls: 0 for no effect and ±100 for the full control effect; nearly all actives have a fitted effect of over 65% in size
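Inhibition was scored as loss of TGF-beta-induced (500 pg/mL final, 18 hours, 37 degrees C) GFP in HEPG2 cells carrying a CAGA-GFP reporter, in DMEM with 1% FBS. Well GFP was summed per cell; Activity was normalised to unstimulated and stimulated DMSO wells, then concentration-response fitting.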
The depositor's hits bear a star; i = inactive; ? = inconclusive; nt = no result given; [ ] = remark or other dose. Unless noted, calls come from the whole dose curve; as a rule, active = well fitted curve in the direction sought with a large enough effect; inconclusive = small, poorly fitted or top-dose-only effect, or another doubt; inactive = no such curve, though single readings can be large; an effect the other way counts as inactive or inconclusive. Some of the compounds tested (hit frequency here may not be typical).

Compound | Nrf2 block | EPAC2 antag | Mm-Cpn inhibitor | A549 viability | CCT chaperon mod | EPAC2 agonist | pAkt inh | Nrf2 activator | TGFb SMAD3 inh
CC(OC(=O)c1ccc(S(=O)(=O)NCc2ccco2)cc1)C(=O)Nc1ccc(Cl)cn1 (centres undefined) | -17% | -2% | 0% | -7% | -0.7 | 11% | i | 4.2% | -9%
CSc1nnc(NC(=O)C2CCCCC2)s1 | 20% | -2% | -2% | -1% | -1.3 | -8% | i | -1.4% | -19%
CCc1c(C(=O)Nc2ccc(C)c(C)c2)[nH]c(C)c1C(C)=O | ? | -7% | -1% | -13% | -1.6 | 7% | i | 3.4% | 0%
CC(=O)c1nn(-c2ccc(Br)cc2)cc1C(=O)c1ccco1 | ? | -1% | -2% | 18% | 2.5 | 13% | i | 11% | -1%
CCCOc1ccc(C(=O)N2CCC(c3nc4ccccc4s3)CC2)cc1 | ? | nt | nt | -2% | nt | nt | nt | 3.6% | ?
O=C(N/N=C/c1cccs1)c1ccc2ccccc2c1 | -6% | 6% | 0% | ? | -0.6 | -2% | i | 3.6% | 20%
CC(C)C[C@H](NC(=O)c1[nH]cnc1C(=O)N[C@@H](C)c1ccccc1)C(=O)OC(C)(C)C | ? | -16% | nt | ? | 0.1 | -14% | i | 0.3% | ?
COc1cccc(CNC(=O)c2ccc(NC(=O)CC3SC(N4CCCC4)=NC3=O)cc2)c1 (centres undefined) | 3% | 16% | -5% | 1% | 0.2 | 4% | i | -0.9% | 2%
CCCS(=O)(=O)NC(=O)C1(C)CCN(C(=O)c2ccccc2OC(F)(F)F)C1 (centres undefined) | nt | 10% | nt | nt | 0.2 | 5% | i | -0.7% | 12%
CN(C)S(=O)(=O)c1ccc(Cl)c(C(=O)NNC(=O)Cn2ccc(C(F)(F)F)n2)c1 | 1% | -5% | 1% | 6% | 0.3 | -7% | i | -0.5% | 1%
CCc1nc2ccc(C(=O)Nc3cc(-c4ccccc4)ccc3OC)cn2c1N(C=O)CCC(C)C | nt | 3% | nt | nt | -0.3 | -7% | i | 0.5% | ?
CSc1cccc(CNC(=O)C2CCC(=O)N(CCCN3CCCC3=O)C2)c1 (centres undefined) | 18% | -2% | 2% | 4% | 2.0 | -4% | i | -0.5% | 2%
COc1ccc(/C(N)=N/OC(=O)c2cccc([N+](=O)[O-])c2C)cc1 | 33% | 4% | -2% | 2% | -0.8 | 7% | i | ? | 2%
Cc1ccc(N(CN2C(=O)c3ccccc3C2=O)C(=O)c2ccc([N+](=O)[O-])cc2[N+](=O)[O-])cc1 | 21% | -3% | -4% | 1% | 0.0 | 4% | i | -0.4% | 1%
Cc1ccc2c(=O)c(C(=O)c3ccccc3)cn(CC(=O)Nc3ccc4c(c3)OCCO4)c2n1 | ? | nt | nt | 0% | nt | nt | nt | -1.2% | 11%
CCOC(=O)c1sc2nccc(N(C)C)c2c1N=CNOCc1ccccc1 | ? | -9% | -12% | -1% | -3.8 | 0% | i | 3.1% | 2%
O=C(CCCOc1ccc(Cl)cc1)Nc1cccc(C(=O)O)c1 | 14% | -10% | 3% | 1% | 0.1 | 3% | i | 0.3% | 3%
O=c1oc2ccccc2c(N2CCN(c3ccccc3F)CC2)c1CN1CCCC1 | 7% | nt | nt | 0% | nt | nt | nt | 0.1% | -1%
Cc1cc(C)c2c(N)c(C(=O)NN3CC(=O)N(c4cccc(Cl)c4)CC3=O)sc2n1 | -3% | 23% | -3% | -4% | -0.7 | 0% | i | -0.2% | 3%
O=C(/C=C/c1ccc(Br)o1)Nc1nccs1 | ? | 11% | -3% | 1% | 1.8 | -1% | i | 6.3µM* | 1%
COc1cccc(CN2C(=O)c3ccccc3Sc3ccc(C(=O)NCCc4ccc(C)cc4)cc32)c1 | -26% | nt | nt | -3% | nt | nt | nt | 0.4% | -12%
CCCCC(=O)N=c1sc2c(OC)ccc(OC)c2n1C | 2% | -11% | -23% | 2% | -0.6 | -12% | i | 0.3% | 2%
Cc1ccc(NC(=O)CN2C(=O)COc3ccc(S(=O)(=O)N4CCOCC4)cc32)cc1F | -2% | 0% | 3% | 0% | 0.9 | 9% | i | -1.0% | -6%
CC[C@H](C)NC(=O)CCCCCn1c(=S)[nH]c2c([nH]c3ccc(OC)cc32)c1=O | -11% | 11% | -6% | 4% | 0.0 | 1% | i | -0.6% | 2%
CCc1ccccc1N=C1S/C(=C/c2ccccc2OCC(=O)N2CCOCC2)C(=O)N1C | ? | -12% | 0% | 0% | 0.3 | -1% | i | 4.3% | ?
COc1cc(/C=N/N=C2/NC(=O)C(CC(=O)O)S2)ccc1OCc1cccc(Cl)c1 (centres undefined) | -1% | -18% | -1% | 3% | -1.1 | 4% | i | 8.4% | 0%
CCOC(=O)N1CCN(C(=O)CSc2nnc(-c3cccc(Cl)c3)o2)CC1 | -6% | 18% | 0% | 5% | 1.0 | 6% | i | 0.2% | 5%
COc1ccccc1NC(=O)NC1CC(=O)N(c2ccc3c(c2)OCCO3)C1 (centres undefined) | 4% | -6% | 3% | 4% | -0.6 | 9% | i | -0.8% | -10%
Cc1ccc(C)c(N2CCN(c3ncnc4c3nc3n4CCCCC3)CC2)c1 | 23% | nt | nt | 16% | nt | nt | nt | -0.5% | 0%
CC(C)C[C@H](NC(=O)c1nc[nH]c1C(=O)NCC(=O)OC(C)(C)C)C(=O)OC(C)(C)C | ? | -20% | 0% | -12% | -2.8 | -14% | i | 4.7% | ?
O=c1c(Cc2ccc(Cl)cc2)c(O)ccn1Cc1cccc(Cl)c1 | nt | 11% | 1% | 2% | -1.3 | -4% | i | -0.8% | -4%
COc1cc(Cl)c(C)cc1NC(=O)Cn1ncc2c1-c1cc(C)ccc1OC2 | 2% | nt | nt | 3% | nt | nt | nt | -0.6% | -20%
COc1ccc(CCCc2nnc(SCC(=O)Nc3ccc(C)cc3C)o2)cc1 | -13% | nt | nt | -1% | nt | nt | nt | 4.0% | -19%
Cc1ccc(S(=O)(=O)N(C)CCCC(=O)NC(C)(C)CO)cc1 | 6% | -13% | -2% | -6% | 0.6 | 3% | i | 3.4% | -5%
CCc1c(O)nc(SCC(=O)Nc2cc(C)on2)n(-c2ccccc2)c1=O | -5% | 0% | 0% | -4% | -2.5 | 3% | i | 0.0% | 3%
Brc1c(C[n+]2ccccc2)nc2ccccn12 | -25% | 16% | 3% | 7% | 0.1 | 2% | i | -0.8% | 22%
O=S(=O)(Nc1cccc(C(F)(F)F)c1)c1ccc(NS(=O)(=O)c2ccc3c(c2)OCCO3)cc1 | -14% | nt | nt | -6% | nt | nt | nt | 4.4% | ?
C=CCOC(=O)C1=C[C@@H](c2ccccc2)[C@H](CCCO)[C@@H](OCC)O1 | 9% | 3% | nt | 7% | -2.7 | 1% | i | -0.7% | -8%
CCCCN(C)CCCNC(=O)Cn1ncc2c3ccccc3n(Cc3ccccc3)c2c1=O | 34% | nt | nt | 4% | nt | nt | nt | 0.0% | 1%
O=C(NCCc1ccc(C(F)(F)F)cc1)C1CC(=O)N(c2ccc3c(c2)OCCO3)C1 (centres undefined) | -8% | -4% | -1% | -10% | -1.8 | 3% | i | -0.6% | -11%
O=C(NC(=S)Nc1ccc(NC(=O)c2cccs2)cc1)c1ccco1 | 6% | -1% | 1% | 19% | 2.6 | 11% | i | 4.3% | ?
Cc1ccccc1NC(=O)CSc1nnc(-c2cccs2)o1 | 18% | nt | nt | 3% | nt | nt | nt | 3.9% | 0%
O=C(Cn1c(=O)[nH]n(-c2ccccc2)c1=O)N1CCCc2ccccc21 | 9% | 5% | 0% | -19% | -3.6 | -5% | i | 0.1% | -1%
COc1ccc(C(=O)NC2CC(C)(C)NC(C)(C)C2)cc1OC | -9% | -4% | 2% | 0% | -1.3 | 11% | i | 0.2% | 6%
CCOC(=O)c1c(NC(=O)CSc2nc3ccccc3s2)sc(C)c1C | ? | -20%[57.1 µM] | -4% | -13% | 0.6 | 3% | i | 4.3% | -17%
Cc1cc(-c2onc3ccc(Cl)cc23)ccc1O | -16% | 3% | -1% | -6% | 0.1 | 10% | i | 13% | 0%
O=C(COC(=O)c1ccccc1O)Nc1ccc(OC(F)F)cc1 | nt | 13% | -1% | -5% | -1.8 | 2% | i | 0.2% | -3%
C=CCOCCN(C)C1=NS(=O)(=O)c2ccccc21 | -18% | 10% | -8% | 9% | -0.3 | 25% | i | 0.2% | -16%
O=C(NC(c1ccccc1)c1ccccc1)C1(c2cccs2)CCOCC1 | -7% | 8% | -6% | -1% | 0.2 | 3% | i | -1.1% | 2%
O=C(COC(=O)CCC(=O)c1ccc(F)cc1)Nc1ccc(F)cc1F | 1% | -1% | -3% | -1% | 0.2 | 12% | i | -0.6% | 23%
Clc1nc(-c2ccccc2)cc(-c2ccc(Br)cc2)n1 | -30% | 4% | nt | 3% | -1.5 | 2% | i | 18% | -11%
Cc1ccc(C(=O)C(=O)c2ccc(C)c(N)c2)cc1N | -5% | 4% | -13% | -2% | 0.5 | 12% | i | -0.4% | 10%
COc1ccc(C(CNCC(=O)Nc2ccccc2F)N(C)C)cc1 (centres undefined) | 7% | 11% | 0% | 1% | -4.5 | 9% | i | 0.1% | 5%
COc1ccccc1CC(=O)Nc1ccc(-c2noc(COc3ccc(Br)cc3)n2)cc1 | ? | 9%[57.1 µM] | ? | ? | -0.3 | -5% | i | 0.0% | -4%
Cc1ccc2nc(/C(C#N)=C/c3ccc(-c4cccc(Cl)c4)o3)[nH]c2c1 | ? | nt | nt | -12% | nt | nt | nt | 24% | -1%
